TEAD-YAP inh = TEAD-YAP interaction inhibition, primary screen, TEAD-YAP interaction inhibitor project, luminescence, HEK-TIYL cells | TEAD-Gal4/YAP UAS-luciferase luminescence | inhibition, % at 9.12 µM | 640,000 tested, 1.4% active | AID 1259422, 2018; in the data active = inhibition above about 32%;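 also: 0% = median of test compound wells and 100% = reference inhibitor wells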
MITF primary = MITF inhibitors, primary screen, biochemical, AlphaScreen, human; Microphthalmia-associated transcription factor (Homo sapiens), O75030; AlphaScreen MITF homodimerization, bead proximity signal; inhibition, % at 2.6 µM; 650,000 tested, 0.91% active; in the data active = inhibition above about 50%;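 also: 0% = vehicle wells with protein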
FBW7 act = FBW7 E3 ligase activators, primary screen, biochemical, AlphaScreen, human | AlphaScreen FBW7–phospho-cyclin E peptide binding, activator screen | normalized activity (activation), % at 26.1 µM | 650,000 tested, 0.13% active | AID 1259310, 2017; in the data active = normalized activity above about 1.9%;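 also: purified mutant Fbw7 with reduced substrate affinity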
Target sequence (Q969H0 whole entry, looked up): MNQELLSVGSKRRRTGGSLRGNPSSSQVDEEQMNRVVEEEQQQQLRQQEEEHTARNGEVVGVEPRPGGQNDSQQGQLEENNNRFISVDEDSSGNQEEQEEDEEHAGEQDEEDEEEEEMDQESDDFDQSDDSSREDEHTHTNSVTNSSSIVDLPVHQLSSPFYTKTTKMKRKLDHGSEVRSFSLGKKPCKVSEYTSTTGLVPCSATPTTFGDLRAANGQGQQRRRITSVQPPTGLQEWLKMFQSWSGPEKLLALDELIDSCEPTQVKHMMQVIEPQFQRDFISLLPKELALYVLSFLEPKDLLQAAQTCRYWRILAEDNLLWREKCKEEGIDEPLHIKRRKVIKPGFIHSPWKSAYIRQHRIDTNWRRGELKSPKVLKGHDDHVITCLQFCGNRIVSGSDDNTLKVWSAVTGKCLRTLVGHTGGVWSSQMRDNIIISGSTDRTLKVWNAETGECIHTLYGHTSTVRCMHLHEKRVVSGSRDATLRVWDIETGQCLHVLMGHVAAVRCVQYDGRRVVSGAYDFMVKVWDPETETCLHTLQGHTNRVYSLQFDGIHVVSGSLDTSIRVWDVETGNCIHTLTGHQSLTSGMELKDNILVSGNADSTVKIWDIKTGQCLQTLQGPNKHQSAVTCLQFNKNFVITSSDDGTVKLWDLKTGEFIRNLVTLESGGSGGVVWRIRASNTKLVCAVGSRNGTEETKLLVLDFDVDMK
GPR151 ag = activators of human GPR151, primary screen, cell-based, PathHunter beta-arrestin, luminescence; G-protein coupled receptor 151 (Homo sapiens), Q8TDV0; PathHunter beta-arrestin GPR151 cells; activation, % at 11.2 µM; 650,000 tested, 1% active; AID 1508602, 2020; in the data active = activation above about 4.9%;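 also: 0% = median of compound wells and 100% = cells with positive control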
Active calls of the source: *.

Compound,FBW7 act,MITF primary,TEAD-YAP inh,GPR151 ag
Cc1cccc(C(=O)Nc2ccc(C(=O)Nc3ccccc3)cc2)c1,-0.1,-1.9,-25.7,-1.5
COc1ccc(NC(=O)CSc2nc(N)c(C#N)c(-c3ccc(F)cc3)c2C#N)cc1,0.0,13.6,17.9,1.1
CCCOC(=O)C1=C(C)NC2=C(C(=O)CC(c3ccc(OC)c(OC)c3)C2)C1c1ccccc1OC(C)C (stereo unspecified),-0.1,-6.5,-5.8,0.4
O=C1CC(NCc2ccco2)C(=O)N1c1ccc(I)cc1 (stereo unspecified),0.4,23.6,-1.0,1.2
Cc1cc(C)cc(N(CC(=O)Nc2cc(C)[nH]n2)C2=NC3CS(=O)(=O)CC3S2)c1 (stereo unspecified),-1.4,-17.5,-1.9,0.1
COc1ccc(NC(=O)C(=O)NC2CC2)cc1,-0.2,14.8,-35.4,-1.0
O=S(=O)(c1ccc(F)cc1)N1CCCN(Cc2ccccc2F)CC1,0.0,3.4,-5.2,-0.7
COc1cc(C2C(C#N)=C(C)NC3=C2C(=O)CC(c2ccccc2)C3)cc(OC)c1OC (stereo unspecified),0.0,-3.2,6.2,-1.4
COc1ccc(C(=O)ON=C2C=CC(=O)C=C2)c(OC)c1,-0.2,3.0,-24.3,0.1
Cc1cc(NS(=O)(=O)c2ccc(NC(=S)Nc3ccccc3)cc2)nc(C)n1,-0.1,11.1,6.5,0.3
COc1ccc(NC(=O)c2ccccc2NC(=O)COc2cccc(OC)c2)cc1,-0.1,-0.3,-25.4,0.4
O=C(NCCCN1CCCC1)c1ccc2c(=O)n(CCc3ccccc3)c(=O)[nH]c2c1,-0.1,12.1,6.5,-0.6
COc1ccc(S(=O)(=O)c2c[nH]c3cc(OC)c(OC)cc3c2=O)cc1,0.0,15.7,15.7,0.2
CC(=O)Nc1ccc(S(=O)(=O)NCC2CCC(C(=O)N3CCCCC3)CC2)cc1 (stereo unspecified),0.3,8.8,1.5,0.4
CC(=O)NNC(=O)CCN1C(=O)/C(=C\c2cccs2)SC1=S,0.1,-2.5,4.4,1.2

Following part:
Compound,FBW7 act,MITF primary,TEAD-YAP inh,GPR151 ag
O=C(NCc1nnc(SCc2ccccc2)n1CCc1ccccc1)C12CC3CC(CC(C3)C1)C2,-0.1,-0.1,2.0,-0.6
CN(C)c1ccc(/C=N/n2c(-c3ccco3)n[nH]c2=S)cc1,1.4,19.3,0.6,2.6
COc1ccc(Nc2cc(C(=O)NCCN3CCCC3)c3ccccc3n2)cc1OC,-0.5,-1.3,0.4,0.4
COC(=O)C1=C(O)/C(=C/c2ccc(C(C)(C)C)cc2)N=C1C,0.0,10.6,-11.4,-1.1
O=C(/N=C1\N=C2N=CC=CN2Cc2ccccc21)Nc1ccc(Cl)c(Cl)c1,0.0,6.2,-1.2,-0.3
COc1ccc(NC(=O)C/C(C)=N/NC(=O)C(=O)Nc2cc(C)ccc2OC)c(OC)c1,0.2,16.9,-1.5,-1.9
Nc1ccc2nc(SCC(=O)NC3CCCCC3)sc2c1,-0.1,-2.6,-12.8,0.6
CCOc1ccc(C(=O)NC2CCN(C(=O)Nc3ccccc3CC)CC2)cc1,0.0,10.8,6.1,0.7
CCC(C)N(CCNC(=O)CC1Oc2ccc(C)cc2NC1=O)C1CCCCC1 (stereo unspecified),0.1,0.1,-1.8,-3.1
Cc1nnc(SCC(=O)c2ccc(C(C)C)cc2)s1,-0.1,-12.4,-42.7,-0.5
Cc1cccc(-c2noc(CCCC(=O)Nc3ccc(F)cc3)n2)c1,0.2,-1.6,-4.0,2.4
C/C(=N\NC(=O)CNC(=O)c1ccc2c(c1)OCO2)c1ccco1,0.0,14.4,1.6,-2.0
O=C(Nc1ccc(I)cc1)OCc1ccccc1,0.3,-1.3,-36.6,0.7
CCOC(=O)c1c(C)oc(NC(=O)COC(=O)COc2ccc3c(c2)CCC3)c1C#N,0.1,13.9,8.9,0.5
CCOC(=O)c1cnc(SCC(=O)Nc2nc3c(s2)CC(C)(C)CC3=O)nc1N,-0.1,2.7,0.7,0.9

Further records.
Compound,FBW7 act,MITF primary,TEAD-YAP inh,GPR151 ag
Cc1ccc(NS(=O)(=O)Cc2ccccc2)cc1,0.0,-14.8,2.9,2.1
Cc1ccc(S(=O)(=O)N2CCc3ccc(NC(=O)COc4ccccc4F)cc3C2)cc1,0.1,-0.3,1.8,0.8
Cc1ccc(CN(Cc2ccco2)C(=S)Nc2ccccc2F)cc1,0.8,-5.2,8.7,2.0
Cc1ccc(C2=NN(CC(=O)NC3CCCCC3C)C(=O)CC2)cc1 (stereo unspecified),-0.2,-5.1,-0.3,0.6
O=C(O)C1CCCCC1C(=O)Nc1nnc(-c2cccs2)s1 (stereo unspecified),-0.1,-3.5,-7.7,-1.3
Cc1sc(NC(=O)c2ccc([N+](=O)[O-])cc2)c(C#N)c1C,0.0,5.1,7.0,1.9
CCn1nnnc1SCC(=O)Nc1cccc(F)c1,0.0,-2.7,-14.7,0.2
CCC(=O)Nc1sc2c(c1C(N)=O)CCCCC2,0.7,11.6,5.4,-0.5
Cc1cc2cc(CNC(=O)c3ccc([N+](=O)[O-])cc3)ccc2n1C,-0.5,-10.4,-6.4,1.4
OC1(c2ccc(F)cc2)CN(c2ccccc2)C2=[N+]1CCCS2 (stereo unspecified),0.0,8.3,-0.4,-1.4
O=C(NCC1CCCCC1)c1nc2c(nnn2Cc2ccc(F)cc2)c(=O)[nH]1,-0.3,-2.3,-3.0,1.3
CCCOc1ccc(/C=N/Nc2ccc(S(=O)(=O)N3CCCC3)cc2[N+](=O)[O-])c(O)c1,-0.1,-3.0,-11.4,1.3
CCOC(=O)c1cnc2c(C(=O)OC)cccc2c1NCCN1CCOCC1,-0.2,-16.1,-7.5,1.0
CCOC(=O)c1c(NC(=O)C(C)Oc2ccc(OC)cc2)sc(C(C)=O)c1C (stereo unspecified),-0.1,-6.2,0.4,0.7
Fc1ccc2c(c1)CC(c1nc3ccc(-c4cn[nH]c4)cc3o1)CO2 (stereo unspecified),0.2,-0.7,-66.4,0.6

Some entries already given, reduced to FBW7 act, GPR151 ag and TEAD-YAP inh.
| Compound | FBW7 act | GPR151 ag | TEAD-YAP inh |
| --- | --- | --- | --- |
| COC(=O)C1=C(O)/C(=C/c2ccc(C(C)(C)C)cc2)N=C1C | 0.0 | -1.1 | -11.4 |
| O=C(/N=C1\N=C2N=CC=CN2Cc2ccccc21)Nc1ccc(Cl)c(Cl)c1 | 0.0 | -0.3 | -1.2 |
| COc1ccc(NC(=O)C/C(C)=N/NC(=O)C(=O)Nc2cc(C)ccc2OC)c(OC)c1 | 0.2 | -1.9 | -1.5 |

Following part.
Compound,FBW7 act,MITF primary,TEAD-YAP inh,GPR151 ag
Cc1cc(Nc2ccc3c(c2)OCCO3)c2ccc(Cl)cc2n1,0.0,10.6,6.9,0.9
CCOC(=O)/C(=C\c1ccc(C)cc1)NC(=O)c1ccccc1,0.3,12.7,3.6,-1.8
CCCn1cc(CN2CCN(Cc3ccc(C)o3)C(CCO)C2)c(C)n1 (stereo unspecified),0.1,-15.9,3.4,1.3
Cn1c2ccccc2c2nnc(SCCN3CCOCC3)nc21,0.0,14.3,-17.8,1.0
CCN(CCCNC(=O)c1ccc2c(=O)n(Cc3ccc(Cl)cc3)c(=S)[nH]c2c1)c1cccc(C)c1,0.2,8.9,7.5,-0.5
CCOC(=O)c1cnc2c(c(C)nn2CC)c1NC1CC1,0.0,1.4,-3.3,-1.1
Cc1nc2ccccn2c(=O)c1NC(=O)Nc1cc(Cl)ccc1Cl,0.0,-5.1,-17.3,0.2
COc1cc(Br)cc(/C=N\NC(=O)CNc2ccc(C)cc2)c1O,-0.1,-8.3,6.3,1.4
O=C(CN1C(=O)c2ccccc2S1(=O)=O)Nc1ncc(Cl)cc1Cl,-0.1,-0.7,22.3,-0.6
COc1cccc(/C=C/C(=O)NNC(=O)Cc2nc3ccccc3n2C)c1OC,-1.0,5.1,4.7,-2.2
O=C(O)CCCN1C(=O)c2ccc(Oc3cccc([N+](=O)[O-])c3)cc2C1=O,-0.1,-4.5,-2.8,0.6
CCN1CCC(N(Cc2ccc(F)cc2)C(=O)NC23CC4CC(CC(C4)C2)C3)CC1,0.0,6.8,-3.1,0.3
COc1ccc(-n2c(SCc3cccc([N+](=O)[O-])c3)nc3c(sc(=S)n3-c3ccc(Cl)c(C)c3)c2=O)cc1,0.0,4.2,11.3,1.2
O=C(NC1CCCC1)c1ccc(Cl)c([N+](=O)[O-])c1,0.2,6.8,-0.7,0.3
O=C(CCN1N=C(c2ccccc2)CCC1=O)NC1CCCCCC1,0.2,8.2,0.9,-0.8

Next section:
Compound,FBW7 act,MITF primary,TEAD-YAP inh,GPR151 ag
CCc1ccccc1NC(=O)c1cc(S(=O)(=O)NCCc2ccccc2)ccc1F,0.0,13.1,-1.2,3.9
COc1cc(NC(=O)c2cccc(C)c2[N+](=O)[O-])c(OC)cc1NC(=O)c1ccccc1,-0.1,-8.2,3.6,1.8
COc1ccc(/C(O)=C2\C(=O)C(=O)N(c3nnc(C)s3)C2c2ccc(C)cc2)cc1 (stereo unspecified),0.1,-4.6,5.5,1.2
Cc1ccccc1N(C)C(=O)NCc1noc2ccccc12,0.1,-6.6,-7.2,-4.0
CCCCOc1ccc(C2=N/C(=C\c3ccc(OC(C)=O)c(OC(C)=O)c3)C(=O)O2)cc1,0.0,17.0,8.6,-0.6
COC(=O)c1ccccc1Sc1c(-c2ccccc2)nc2ncccn12,0.0,6.7,45.2*,0.8
Cc1ccc(S(=O)(=O)N2CCN(Cc3ccccc3)CC2)c(C)c1C,0.1,-4.9,-7.7,0.5
COc1ccc(C(=O)Nc2ccc3oc(-c4ccc(Cl)c(Cl)c4)nc3c2)cc1[N+](=O)[O-],0.2,-13.6,-9.9,-1.0
Cc1sc2ncnc(SCC(=O)NNC(=O)C34CC5CC(CC(C5)C3)C4)c2c1C,-0.1,13.8,5.9,0.2
O=C(CN1CCN(S(=O)(=O)c2ccc(Cl)cc2)CC1)Nc1ccc(Oc2ccccc2)cc1,-0.1,-0.8,13.8,1.7
CCOC(=O)C1=C(C)NC2=C(C(=O)CC(c3cccs3)C2)C1c1ccc(C(=O)OC)cc1 (stereo unspecified),0.0,-3.4,-0.5,2.5
COc1ccc(-c2noc(C3CCCN(C(=O)Nc4ccc(C)cc4)C3)n2)cc1 (stereo unspecified),-0.1,6.1,-52.6,-1.7
COc1ccc(NC(=O)C2CCC(C(=O)Nc3ccc(OC)c(OC)c3)CC2)cc1OC (stereo unspecified),0.0,-0.9,0.9,1.2
O=C(c1cnccn1)N(Cc1cc2cc3c(cc2[nH]c1=O)OCO3)C1CCCCC1,0.0,13.0,3.1,-0.1
Cc1nc(N2CCOCC2)nc(N2CCOCC2)c1C=O,-0.3,-7.9,-2.8,1.0

Next section.
Compound,FBW7 act,MITF primary,TEAD-YAP inh,GPR151 ag
CCCCC(=O)Nc1c2c(nn1-c1ccc(Cl)cc1)CSC2,-0.2,-2.6,2.4,-0.7
COc1cc(C(=O)NC(=S)N(CCC#N)Cc2cccnc2)cc(OC)c1OC,-0.1,-0.9,-0.9,0.0
COc1ccc(/C=C/c2noc(-c3ccccc3O)n2)cc1,0.4,-5.9,10.9,0.8
Cc1cc(=O)n2nc(N(C)CC(=O)NCc3ccccc3Cl)sc2n1,0.7,9.3,7.4,0.1
c1ccc(-n2nnnc2NCC2COc3ccccc3O2)cc1 (stereo unspecified),0.0,-15.2,0.2,5.1*
COc1ccc(Br)cc1/C=C1\N=C(c2ccc(Cl)cc2Cl)OC1=O,0.3,10.7,1.9,-0.2
CCOC(=O)C1=CN(C)C=C(C(=O)OCC)C1c1ccc(OC)c(OC)c1,0.2,-4.3,-5.6,2.5
CC1(C)CC(C(=O)N2CCC(C3(C)NC(=O)N(Cc4ccc(F)cc4)C3=O)CC2)CCO1 (stereo unspecified),-0.1,9.0,9.3,1.0

Record cards (already shown).
`O=S(=O)(c1ccc(F)cc1)N1CCCN(Cc2ccccc2F)CC1` as listed: FBW7 act = 0.0; MITF primary = 3.4; TEAD-YAP inh = -5.2; GPR151 ag = -0.7
`CCCCOc1ccc(C2=N/C(=C\c3ccc(OC(C)=O)c(OC(C)=O)c3)C(=O)O2)cc1` as listed: FBW7 act = 0.0; MITF primary = 17.0; TEAD-YAP inh = 8.6; GPR151 ag = -0.6

Screening data as filed in PubChem BioAssay.

Random draw from the library; any-hit rate near 3.4%.
